IDE inh = inhibitors of human insulin-degrading enzyme in cells; HEK cells, FAbetaB cleavage, fluorescence polarization; inhibition, % at 5.59 µM; AID 434962; P14735; 320,000 tested, 0.41% active;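 active = percent inhibition above the average of all tested compounds plus 3 SD, set per screening campaign, cut at about 16% in these data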;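 also: IDE supplied by intact live HEK cells; FP after avidin binding of uncleaved biotin substrate so inhibition keeps polarization high; 0% = DMSO wells and 100% = 60 µM reference IDE inhibitor Ii1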
M4 PAM = potentiates acetylcholine response at human M4 receptor. activation, % at 3 µM. CHO-K1 hM4/Gqi5, Fluo-8 calcium fluorescence, ACh EC20; 0% = ACh EC20, 100% = maximal ACh. P08173. 360,000 tested, 0.4% active;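 active = activation above its plate's cutoff, the mean activation of sample wells plus 3 SD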; also: some results filed as inactive read as strong as hits
CRFR2-BP antag = CRF-BP/CRF-R2 complex antagonism | AID 588475 | inhibition, % at 11.8 µM | HEK293 CRF-R2/CRF-BP, CRF-induced calcium fluorescence | 350,000 tested, 0.59% active;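 active = inhibition of the ligand-induced calcium signal above about 50% at the single tested concentration, limit read from the data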
CRFR2-BP ag = CRF-BP/CRF-R2 complex agonism | HEK293 CRF-R2/CRF-BP, calcium dye fluorescence (FLIPR); percent of saturating CRF peptide response | activation, % at 13.2 µM | 350,000 tested, 0.46% active;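 active = activation of at least 50%, plus an integration ratio under a set limit after plate pattern correction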;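 also: plate controls were neutral control wells without compound for no effect and CRF at EC100 for full effect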
PHOSPHO1 block = inhibitors of human PHOSPHO1 phosphatase; Q8TCT1; recombinant PHOSPHO1, absorbance phosphatase assay; inhibition, % at 13.3 µM; 290,000 tested, 1.1% active; AID 1565; in the data active = inhibition above about 60%
Target sequence (Q8TCT1 whole entry, looked up): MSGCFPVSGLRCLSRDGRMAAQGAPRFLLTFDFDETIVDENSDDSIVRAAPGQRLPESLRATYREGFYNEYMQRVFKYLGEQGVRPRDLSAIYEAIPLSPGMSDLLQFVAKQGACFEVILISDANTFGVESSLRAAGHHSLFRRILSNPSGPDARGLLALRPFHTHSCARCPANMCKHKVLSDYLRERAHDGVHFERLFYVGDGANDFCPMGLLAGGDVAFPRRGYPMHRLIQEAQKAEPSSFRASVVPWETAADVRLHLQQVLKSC
GalR3 antag = antagonists of human GalR3; 360,000 tested, 0.44% active; O60755; inhibition, % at 3 µM; AID 651719; HEK293 GalR3-CNG cAMP membrane potential fluorescence; galR3 body fused to GalR1 C-terminus;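 active = inhibition above the screen-wide average plus 3 SD, cut at about 13% in these data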;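 also: forskolin and galanin both at EC90 stimulate the cells; cAMP rise reported by CNG channel membrane potential dye signal; 0% = forskolin plus galanin with DMSO and 100% = forskolin alone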
IDE cell activ = activators of human insulin-degrading enzyme in cells. activation, % at 5.96 µM. HEK cells, FAbeta-B cleavage, fluorescence polarization; 0% vehicle, 100% cell-free pure enzyme wells. P14735. 340,000 tested, 0.073% active;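 active = activation above the mean of all tested compounds plus 3 SD, set per screening campaign, cut at about 17% in these data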
p-CIP stab down = p/CIP protein destabilization | Q05BA5 | F442A p/CIP-EGFP cells, EGFP fluorescence, 16 h | decrease of EGFP signal, % at 10 µM | 290,000 tested, 0.01% active;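 active = EGFP signal decrease of at least 30% at 10 µM or well 3 SD below plate mean, unless failing retest; inactive = the rest, including hits failing retest or dose response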; also: some compounds called inactive have numbers as strong as hits; many of its hits are not listed in these tables
MEKK3 PB1 HTS = MEKK3-MEK5 PB1 interaction, increase or decrease; Q99759; bead-based flow cytometry, Alexa488-MEK5 binding to MEKK3; actives lie on both sides; 0 = blocked by unlabeled MEK5, 100 = vehicle; binding response (% of control), % at 10 µM; 290,000 tested, 1.4% active; AID 1529;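 active = binding response more than 3 SD above or below the average of its plate-row segment, actives on both sides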;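 also: Alexa488 bead fluorescence after subtracting the streptavidin-only scavenger bead signal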
Target sequence (Q99759 whole entry, looked up): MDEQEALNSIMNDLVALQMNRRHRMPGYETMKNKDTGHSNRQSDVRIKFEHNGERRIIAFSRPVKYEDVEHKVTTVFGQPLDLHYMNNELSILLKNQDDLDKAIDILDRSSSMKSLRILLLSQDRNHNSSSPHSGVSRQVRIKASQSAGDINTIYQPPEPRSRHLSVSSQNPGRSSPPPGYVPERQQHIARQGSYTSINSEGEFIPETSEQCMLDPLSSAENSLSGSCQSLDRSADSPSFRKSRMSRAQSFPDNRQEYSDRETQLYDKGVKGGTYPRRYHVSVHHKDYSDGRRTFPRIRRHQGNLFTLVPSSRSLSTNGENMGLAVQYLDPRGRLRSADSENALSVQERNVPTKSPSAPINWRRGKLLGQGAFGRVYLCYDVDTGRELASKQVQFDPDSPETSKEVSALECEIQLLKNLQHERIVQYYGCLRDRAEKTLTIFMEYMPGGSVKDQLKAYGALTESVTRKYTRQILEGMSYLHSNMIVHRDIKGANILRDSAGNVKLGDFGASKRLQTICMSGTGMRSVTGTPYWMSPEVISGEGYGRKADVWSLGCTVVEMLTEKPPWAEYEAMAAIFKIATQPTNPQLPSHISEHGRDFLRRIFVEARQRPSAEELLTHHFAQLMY
* marks the source's active call; other numbers are inactive results; · = not tested or not shown; [ ] = remark or other dose.

entry	molecule	IDE inh	M4 PAM	CRFR2-BP antag	CRFR2-BP ag	PHOSPHO1 block
1	O=C(c1ccco1)N1CCN(c2ncnc3scc(-c4ccccc4)c23)CC1	3	-4	-7	-0.2	24
2	COCCC(=O)N1CCC(Oc2ccc(C(=O)N(C)Cc3cc(C)no3)cc2)CC1	0	1	14	0.0	33
3	CCOCCCNC(=O)C(c1ccc(Cl)cc1)N(Cc1ccc2c(c1)OCO2)C(=O)CNC(C)=O (centres undefined)	-1	-4	1	5.3	40
4	COc1ccc(OCC(=O)Nc2ccc(S(=O)(=O)N3CCOCC3)cc2)cc1	-3	1	-4	-0.9	-3
5	Cc1[nH]c(=O)[nH]c(=O)c1S(=O)(=O)N1CCCC(C(=O)NCc2ccc3c(c2)OCO3)C1 (centres undefined)	-5	0	18	-3.2	-9
6	N#C/C(=C\c1ccccc1)C(=O)Nc1cc(S(=O)(=O)N2CCOCC2)ccc1N1CCCC1	1	3	-49	-0.1	1
7	CC(C)(C)n1nnnc1C(c1ccccc1)N1CCc2ccccc2C1 (centres undefined)	-1	-9	-12	-0.2	24
8	CC(/C=C1\SC(=S)N(NC(=O)c2ccc(C)cc2)C1=O)=C\c1ccccc1	3	-2	-8	5.1	-84
9	O=C(N/N=C/c1ccc(-c2ccc(S(=O)(=O)Nc3ncccn3)cc2)o1)c1cc2ccccc2cc1O	-1	3	25	15	8
10	COc1ccc(OCCCC(=O)Nc2cc(S(=O)(=O)N3CCCCC3)ccc2OC)cc1	-3	5	6	1.0	·
11	COc1ccc(CCNC(=O)CSc2nnnn2-c2ccccc2)cc1	6	-4	-8	-2.0	-16
12	O=S(=O)(CC(O)COc1ccc(Br)cc1)c1ccccc1 (centres undefined)	7	-16	-10	2.9	17
13	CCCCN(C)C(=O)c1nc2ccccn2c1CNCCCn1nnc2ccccc21	1	-2	8	-1.0	-37
14	O=C(CN1C(=O)S/C(=C\c2ccccc2F)C1=O)NC1CCS(=O)(=O)C1 (centres undefined)	8	-3	-5	0.5	-1
15	COc1cc2sc(C)nc2c2sccc12	5	18*	16	-0.6	11

entry	GalR3 antag	IDE cell activ	p-CIP stab down	MEKK3 PB1 HTS
1	-3	1	2	105
2	-3	1	2	101
3	0	2	-6	99
4	0	2	-24	104
5	1	·	3	104
6	0	-1	-8	101
7	·	1	-1	108
8	·	8	-8	98
9	-3	5	-5	·
10	-7	0	·	·
11	-5	2	-12	94
12	-4	9	-8	93
13	-7	0	1	105
14	-3	4	7	100
15	0	-4	-4	102

Continuation:
entry	molecule	IDE inh	M4 PAM	CRFR2-BP antag	CRFR2-BP ag	PHOSPHO1 block
16	FC(F)(F)c1cnc(-c2cnc(-c3ccncc3)nc2)c(Cl)c1	2	-4	0	-1.7	24
17	OC[C@@H]1[C@@H](c2ccc(Cl)cc2)C(c2ccc(F)cc2)=NN1c1ccccc1	·	-8	-4	1.2	·
18	O=C(Cc1ccccc1)NCC(=O)N1CCc2ccccc2C1	2	1	2	-1.4	42
19	C/C(=N/NC(=O)C1CCCCC1)c1ccc([N+](=O)[O-])cc1	-10	7	-48	-1.1	-5
20	COc1cccc(-c2noc(CCC(=O)NCC3CCCO3)n2)c1 (centres undefined)	-3	1	-17	-1.3	40
21	CC(C)N(Cc1nc(-c2ccccc2)no1)C(=O)C(C)(C)C	-3	-5	-6	-0.4	7
22	CC(C)(C)OC(=O)N1CCC(NC(=O)c2nc[nH]c2C(=O)N2CCN(c3ccccc3)CC2)CC1	0	-9	-4	-0.5	·
23	CCn1c(SCC(=O)Nc2cc(C)ccc2C)nc2c(c1=O)SC(C)C2 (centres undefined)	0	4	2	1.2	29
24	O=C(Cn1nc(CNc2ccc(Cl)cc2)[n+]2c1CCCCC2)c1ccc(Br)cc1	3	-12	55*	-2.9	-11
25	COc1ccc(-c2nc(-c3ccccc3)ncc2S(C)(=O)=O)cc1	3	9	-5	1.4	29
26	COc1ccc(Br)cc1S(=O)(=O)NCCCN1CCOCC1	5	-4	21	2.7	-1
27	CC(Cc1ccccn1)NC(=O)CCc1nnc(C2CCCCC2)o1 (centres undefined)	3	6	-4	1.4	46
28	COC1(C)CC2C(CC1OC(=O)c1cc([N+](=O)[O-])cc([N+](=O)[O-])c1)C2(C)C (centres undefined)	3	3	-10	-0.3	-1
29	Cn1cc(/C=N/NC(=O)COc2ccccc2[N+](=O)[O-])c2ccccc21	-3	-2	-15	-0.4	5
30	CCC(C)NC(=O)c1n[nH]c(=O)c2ccccc12 (centres undefined)	0	3	-12	-0.7	·

entry	GalR3 antag	IDE cell activ	p-CIP stab down	MEKK3 PB1 HTS
16	-5	3	15	71
17	-5	3	·	·
18	-2	8	-14	106
19	-2	5	-2	109
20	-1	2	-17	100
21	0	1	-4	99
22	-4	-2	·	·
23	-3	-1	4	110
24	1	4	9	99
25	5	4	-13	79
26	1	0	-14	99
27	-1	1	6	103
28	7	0	-4	89
29	0	3	-6	109
30	7	2	·	109

Continued.
entry	molecule	IDE inh	M4 PAM	CRFR2-BP antag	CRFR2-BP ag	PHOSPHO1 block
31	COc1ccc(Cn2c(-c3ccc(OC)c(O)c3)nc3ccccc32)cc1O	-2	-4	-12	0.9	-10
32	CC(C)(C)c1ccc(C(=O)OCC(=O)Nc2sc3c(c2C#N)CCC3)cc1	-1	5	-7	-0.1	6
33	CCCC(=O)N(CCN1CCOCC1)c1nc2c(OCC)cccc2s1	-1	-5	-6	-1.1	15
34	CC(C)n1cc(CN2CCC(C(=O)Nc3ccc(Oc4ccccc4F)cc3)CC2)cn1	8	-14	-27	13	32
35	CC(C)CNC(=O)CSc1nnc2ccccn12	4	-2	-1	1.3	-13
36	COc1ccc(COC(=O)C2=C(C)NC(=O)NC2c2ccc(OC)c(OC)c2)cc1 (centres undefined)	5	3	5	0.2	3
37	CCOc1cc(/C=C2/C(=N)N3C(=NC2=O)SN=C3S(=O)(=O)CC)ccc1OC(=O)c1ccco1	2	-1	0	-1.7	33
38	COc1ccc(S(=O)(=O)N2CCc3ccccc32)cc1C(=O)NCCc1ccc(S(N)(=O)=O)cc1	12	5	11	0.2	·
39	CCNc1nc2c(cnn2C)c(=O)[nH]1	·	2	17	-3.3	·
40	CCOC(=O)c1sc2ncc([N+](=O)[O-])cc2c1N	4	-6	-9	-4.1	12
41	Cc1c(CC(=O)N[C@@H](C)C(=O)O)c(=O)oc2c(C)c3occ(-c4ccccc4)c3cc12	·	1	5	-2.0	46
42	C=CC1=C2C=C(C3CC3)N(CC3CC3)C=C2C(=O)C(C)(OC(=O)c2ccco2)C1=O (centres undefined)	0	-4	-5	3.4	·
43	Cc1ccc(N(C)S(=O)(=O)c2cccc(C(=O)NC3CC(C)(C)NC(C)(C)C3)c2)cc1	2	0	0	-1.6	·
44	O=C(COC(=O)/C=C/c1cccc(Br)c1)NC1CCCCCC1	-1	-3	0	0.4	·
45	CC(=O)NS(=O)(=O)c1ccc(NC(=O)c2ccc(Cl)cc2[N+](=O)[O-])cc1	2	6	24	0.9	35

entry	GalR3 antag	IDE cell activ	p-CIP stab down	MEKK3 PB1 HTS
31	-6	3	-17	110
32	2	4	5	132*
33	·	0	1	101
34	-1	-6	-15	107
35	-6	3	-1	53*[inhibitor]
36	-12	0	-2	109
37	-6	-20	-51	104
38	-10	-3	·	·
39	-4	4	·	·
40	-2	2	-13	107
41	5	3	-4	109
42	-1	1	·	78
43	-6	0	·	·
44	-2	1	·	·
45	-4	4	2	102

New compounds follow
entry	molecule	IDE inh	M4 PAM	CRFR2-BP antag	CRFR2-BP ag	PHOSPHO1 block
46	CC1Sc2ccc(C(=O)N3CCCC(C(F)(F)F)C3)cc2NC1=O (centres undefined)	-6	-4	39	3.5	·
47	O=C(NC(=S)Nc1ccc(Cc2ccncc2)cc1)c1ccc(F)cc1	1	-10	-35	2.0	-39
48	CCN(CC)C(=O)CSc1nnc(-c2cccs2)n1Cc1ccco1	-2	4	-7	0.4	-33
49	COc1ccccc1C1=CC(=O)C[C@H](c2ccc(F)cc2)C1	5	-2	2	1.0	·
50	COc1ccc(-c2cc(=O)c3cc(O)ccc3o2)cc1	-6	5	-10	0.1	28
51	COC(=O)c1sc(S(=O)(=O)Nc2ccc(C)cc2)c(C(=O)OC)c1C	4	-2	33	-1.4	3
52	O=C(Nc1ccccc1C(=O)O)/C(=C/c1ccc(Cl)cc1Cl)NC(=O)c1ccco1	-1	14	-47	2.1	38
53	CC(C)CCOc1ccc(C(=O)NCC(c2ccco2)N(C)C)cc1 (centres undefined)	-2	-15	-14	-0.8	13

entry	GalR3 antag	IDE cell activ	p-CIP stab down	MEKK3 PB1 HTS
46	-2	-1	·	·
47	-6	-3	8	103
48	-1	1	-7	89
49	-8	-2	·	·
50	-2	2	-1	94
51	9	1	2	101
52	4	7	5	99
53	-9	6	-9	102

An excerpt from above in order of their number in GalR3 antag, smallest number first:
entry	molecule	IDE inh	M4 PAM	CRFR2-BP antag	CRFR2-BP ag	PHOSPHO1 block
38	COc1ccc(S(=O)(=O)N2CCc3ccccc32)cc1C(=O)NCCc1ccc(S(N)(=O)=O)cc1	12	5	11	0.2	·
13	CCCCN(C)C(=O)c1nc2ccccn2c1CNCCCn1nnc2ccccc21	1	-2	8	-1.0	-37
23	CCn1c(SCC(=O)Nc2cc(C)ccc2C)nc2c(c1=O)SC(C)C2 (centres undefined)	0	4	2	1.2	29
46	CC1Sc2ccc(C(=O)N3CCCC(C(F)(F)F)C3)cc2NC1=O (centres undefined)	-6	-4	39	3.5	·
48	CCN(CC)C(=O)CSc1nnc(-c2cccs2)n1Cc1ccco1	-2	4	-7	0.4	-33
28	COC1(C)CC2C(CC1OC(=O)c1cc([N+](=O)[O-])cc([N+](=O)[O-])c1)C2(C)C (centres undefined)	3	3	-10	-0.3	-1

entry	GalR3 antag	IDE cell activ	p-CIP stab down	MEKK3 PB1 HTS
38	-10	-3	·	·
13	-7	0	1	105
23	-3	-1	4	110
46	-2	-1	·	·
48	-1	1	-7	89
28	7	0	-4	89

This is a random part of the collection; about 4.2% have a hit in one of these screens.
